Bioassay records from PubChem.
PPARg SRC1 recr: PPARgamma agonists recruiting SRC-1 coactivator, primary screen, biochemical | PPARgamma-SRC-1 coactivator recruitment biochemical assay | activation, % at 8 µM | hit rate 0.41% among 200,000 | AID 631, 2007; in the data active means activation above about 19%;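 further: 0% = DMSO and 100% = reference agonist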
bIAP inhibitor: bovine intestinal alkaline phosphatase inhibitors, primary screen, selectivity assay for TNAP inhibitor project, biochemical, bovine IAP, CDP-star luminescence; 190,000 tested, under 10 active; purified bovine IAP, 30 min; inhibition, % at 20 µM; alkaline phosphatase, intestinal [Bos taurus];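 active means over 50% inhibition of intestinal alkaline phosphatase at 20 µM in the single-dose screen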
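System: purified bovine intestinal alkaline phosphatase (IAP) enzyme; Input: IAP diluted 1/65,000,000 in the well; Measured by: CDP-star luminescence signal; Compound dosing: 20 µM single dose; Incubation: 30 min reaction at room temperature.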
ROMK primary: ROMK potassium channel modulators, primary screen, cell-based, thallium flux, MLSMR library; B-score at 10 µM; ATP-sensitive inward rectifier potassium channel 1 (Homo sapiens), P48048; Tet-inducible ROMK, thallium flux fluorescence; actives lie on both sides; hit rate 2% among 130,000;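 active means signal ratio slope over the read window, or its plate-corrected B-score, at least 3 SD from the plate mean, either direction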;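 further: B-score of the F/F0 ratio slope over 7 to 12 s after thallium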
Target sequence (P48048 whole entry, looked up): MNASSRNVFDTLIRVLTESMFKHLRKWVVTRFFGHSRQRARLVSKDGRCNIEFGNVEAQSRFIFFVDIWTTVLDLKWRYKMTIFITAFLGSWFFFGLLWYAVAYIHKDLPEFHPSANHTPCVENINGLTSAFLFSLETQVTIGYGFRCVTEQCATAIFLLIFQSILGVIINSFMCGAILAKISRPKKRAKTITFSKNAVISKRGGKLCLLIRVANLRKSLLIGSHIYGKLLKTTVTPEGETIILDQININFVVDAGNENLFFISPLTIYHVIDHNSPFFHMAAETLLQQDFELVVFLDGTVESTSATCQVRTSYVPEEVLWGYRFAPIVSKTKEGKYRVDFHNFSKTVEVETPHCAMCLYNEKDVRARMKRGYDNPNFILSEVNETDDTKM
PPARg SRC-2 ag: agonists of PPARg-SRC-2 recruitment, primary screen, biochemical, HTS; PPARgamma LBD-SRC-2 recruitment; activation, % at 8 µM; hit rate 0.34% among 200,000; in the data active means activation above about 22%;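 further: 0% = vehicle and 100% = reference agonist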
Lmaj promast: Leishmania major promastigote growth inhibition, primary screen; Leishmania major promastigotes, resazurin fluorescence viability; inhibition, % at 10 µM; hit rate 9% among 200,000; AID 1063, 2008; in the data active means inhibition above about 50%;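 further: promastigotes grown with compound for 44 hours at 28 °C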
DTT redox prof: compounds producing H2O2 with reducing agent – biochemical, NIH compound library profiling, artefact control for MLSCN library redox annotation, primary screen; DTT-dependent redox cycling H2O2, phenol red/HRP absorbance; 100% = 100 µM peroxide control, 0% = buffer; activation, % at 10 µM; hit rate 0.03% among 200,000; AID 878, 2007;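 active means activation of at least 50% relative to the plate's high and low controls in the primary single-dose screen; inactive means activation below 50%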;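 further: compound incubated with DTT at 0.8 mM final as the reducing agent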
TR-FRET SRC-2 ct: TR-FRET signal artefacts, primary screen, artefact control for PPARgamma SRC-2 agonist project, biochemical; TR-FRET artefact counter-screen; active compounds read high; TR-FRET ratio at 8 µM; hit rate 0.4% among 200,000; AID 1049, 2008; in the data active means TR-FRET ratio above about 2000; further: inactives centre near 1500
S1P3 antag: S1P3 receptor antagonists, primary screen, cell-based | Sphingosine 1-phosphate receptor 3 (Homo sapiens), Q99500 | CHO S1P3 NFAT-BLA reporter, FRET fluorescence, antagonist mode | inhibition, % at 4.98 µM | hit rate 0.27% among 170,000 | AID 485, 2006;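 active means inhibition above the plate cutoff, the mean inhibition of test wells on that plate plus 3 SD, cut at about 28% in these data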;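 further: cells challenged with S1P at its EC80 of 0.8 µM; blue over green emission ratio from cleaved BLA substrate after 4 h stimulation; 0% = S1P-stimulated wells and 100% = unstimulated DMSO-only wells; some compounds past the cut are filed as inactive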
Target sequence (Q99500 whole entry, looked up): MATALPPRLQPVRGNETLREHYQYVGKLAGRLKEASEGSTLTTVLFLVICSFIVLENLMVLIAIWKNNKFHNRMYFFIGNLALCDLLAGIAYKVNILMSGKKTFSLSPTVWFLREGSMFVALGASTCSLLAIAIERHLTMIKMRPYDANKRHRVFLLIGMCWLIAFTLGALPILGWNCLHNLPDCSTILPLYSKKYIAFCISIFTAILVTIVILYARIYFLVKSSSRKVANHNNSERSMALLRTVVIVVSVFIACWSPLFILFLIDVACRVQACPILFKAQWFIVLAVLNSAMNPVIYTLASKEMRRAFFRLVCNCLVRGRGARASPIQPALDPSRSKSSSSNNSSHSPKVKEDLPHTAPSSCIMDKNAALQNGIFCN
RAM network inh: inhibitors of the yeast RAM network, primary screen, dse1pr::URA3 reporter, 5-FOA selection; S. cerevisiae dse1pr::URA3 reporter, 5-FOA growth OD615, 2 d; analog-sensitive cbk1-as2 kinase mutant strain; inhibition, % at 50 µM; hit rate 1.8% among 190,000; AID 868, 2007;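 active means inhibition above a set limit, 3 SD over mean compound inhibition, cut at about 8.4% in these data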;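 further: 0% = DMSO-only wells with no growth and 100% = 10 µM 1-NA-PP1 full growth; inhibition rescues growth on 5-FOA so higher OD means more RAM inhibition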
PPARg SRC3 recr: PPARgamma agonists recruiting SRC-3 coactivator, primary screen, biochemical | Peroxisome proliferator-activated receptor gamma (Homo sapiens), P37231 | biochemical PPARgamma/SRC-3 coactivator recruitment assay | activation, % at 8 µM | hit rate 0.26% among 200,000 | AID 731, 2007; in the data active means activation above about 23%;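 further: 0% = DMSO and 100% = reference agonist; some compounds past the cut are filed as inactive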
HMGR II inh: inhibitors of E. faecalis class II HMGR, primary screen, biochemical, Enterococcus faecalis; HMG-CoA reductase (Enterococcus faecalis, mvaE); purified E. faecalis HMGR, NADPH absorbance 340 nm kinetic; inhibition, % at 10 µM; hit rate 0.41% among 190,000; AID 1066, 2008;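 active means inhibition above a set limit, the median over all tested compounds plus 3 SD, cut at about 9.5% in these data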;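 further: enzyme runs in reverse so mevalonate oxidation gives rising NADPH absorbance; 0% = complete reaction with DMSO and 100% = background rate lacking mevalonate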
* marks the source's active call; other numbers are inactive results; nt = no result given.

no.	smiles	DTT redox prof	bIAP inhibitor	PPARg SRC1 recr	Lmaj promast	ROMK primary	S1P3 antag
1	O=C(COc1ccc2c(C(F)(F)F)cc(=O)oc2c1)NCc1cccs1	-0.8	2	-4	-4	0.28	-11
2	O=C(Nc1ccc(F)c(F)c1)c1ccc(F)c(S(=O)(=O)N2CCC3(CC2)OCCO3)c1	-0.9	2	12	40	-0.5	-14
3	COC(=O)C1=C(C)Nc2ncnn2C1c1ccc(OCc2ccccc2)cc1 (stereo not drawn)	-0.8	3	8	-6	nt	2
4	CCOCCCNC(=S)N1C2CCC1CC(NC(=O)Nc1ccc(C(=O)OCC)cc1)C2 (stereo not drawn)	-0.3	-38	-1	11	-0.0058	-17
5	COC(=O)C1=C(C)OC(N)=C(C#N)C1c1cc(OC)ccc1OC (stereo not drawn)	1.8	2	1	-3	-1.2	8
6	Cc1ccc(NC(=O)C2=C(c3ccccc3)S(=O)(=O)CCS2(=O)=O)cc1	0.4	2	2	-2	-2.9	0
7	CC1CCC(C(C)C)C(OCC(O)CN2CCOCC2)C1 (stereo not drawn)	-4.5	7	4	8	nt	nt
8	Nc1ccc(S(=O)(=O)N2CCCc3ccccc32)cc1	-0.4	26	1	4	nt	7

no.	HMGR II inh	PPARg SRC3 recr	RAM network inh	TR-FRET SRC-2 ct	PPARg SRC-2 ag
1	-5	0	1.9	1423	-9
2	-3	-2	0.7	1734	-2
3	-1	-2	5.4	1565	4
4	0	-1	-0.5	1274	-5
5	-1	2	2.1	1502	-10
6	2	-2	2.2	1563	1
7	-3	7	-0.2	1697	10
8	2	-3	2.8	1701	-1

Next section
no.	smiles	DTT redox prof	bIAP inhibitor	PPARg SRC1 recr	Lmaj promast	ROMK primary	S1P3 antag
9	Cc1c(NC(=O)C2(C)CCCCC2)c(=O)n(-c2ccccc2)n1C	-2.6	-2	1	-6	nt	3
10	COc1cc2c(cc1OC)[C@H](Cc1ccc(O)cc1)NCC2	0.5	46	3	-2	0.6	-7
11	CCn1c(SCC(=O)O)nc2sc3c(c2c1=O)CCC3	0.1	9	2	-5	0	nt
12	COc1ccccc1N1CCN(C(=O)NC23CC4CC(CC(C4)C2)C3)CC1	0.3	-14	-1	10	nt	-15
13	Fc1cccc(NC(=S)NCc2ccccn2)c1	0.3	16	1	63*	1.9	-12
14	O=C(NC(c1ccccc1)c1ccccc1)N1CCN(CCO)CC1	-0.5	-8	0	-3	-0.077	0
15	Cc1c(N2C(=O)CS/C2=N\N=C\c2ccc(Cl)cc2)c(=O)n(-c2ccccc2)n1C	1.4	9	4	77*	nt	nt
16	O=C(O)CCNS(=O)(=O)c1ccc2c(c1)OCCCO2	-0.5	-5	-7	-1	0.5	2

no.	HMGR II inh	PPARg SRC3 recr	RAM network inh	TR-FRET SRC-2 ct	PPARg SRC-2 ag
9	-1	-4	0.8	1495	0
10	5	3	0.9	1568	1
11	1	-7	0.7	1577	3
12	-1	-1	4.5	1505	-8
13	-2	2	-0.3	1607	-1
14	-2	1	1.4	1567	14
15	-4	6	1.7	1703	11
16	-1	3	-0.2	1570	4

(cont.)
no.	smiles	DTT redox prof	bIAP inhibitor	PPARg SRC1 recr	Lmaj promast	ROMK primary	S1P3 antag
17	CC(=O)Nc1ccc(Cl)cc1C1COC(=O)C1=N (stereo not drawn)	-0.1	8	2	-2	-1	-9
18	CC(C)c1nc(SCc2ccccn2)c2c(=O)n(C)c(=O)n(C)c2n1	-0.8	9	0	20	nt	3
19	O=C(Cc1cn2ccsc2n1)OCc1ccccc1	0.9	-4	0	-9	nt	-15
20	COC(=O)COc1ccc(S(=O)(=O)N2CCOCC2)cc1	0.3	3	1	-7	nt	-2
21	O=C(CSc1nnc(NC(=O)c2c(F)cccc2F)s1)Nc1ccc(F)cc1	0.1	0	-7	-2	0.5	12
22	CCC(C(=O)OCC(=O)Nc1cccc(C(C)=O)c1)c1ccccc1 (stereo not drawn)	-1.7	1	8	1	0.097	-15
23	CCC1S/C(=N/N=C/c2cccs2)NC1=O (stereo not drawn)	-8.2	10	4	-7	0.67	nt
24	C[C@H](NC(=O)c1ccc(Br)cc1)C(=O)NCc1ccc(S(N)(=O)=O)cc1	-0.4	-20	4	-1	0.23	-14

no.	HMGR II inh	PPARg SRC3 recr	RAM network inh	TR-FRET SRC-2 ct	PPARg SRC-2 ag
17	-4	-1	0.5	1550	11
18	-7	11	1.9	1314	1
19	0	-5	0.1	1494	3
20	-5	-2	-0.1	1396	6
21	7	-2	3.2	1623	4
22	-4	1	3.1	1580	2
23	-5	6	1.5	1548	5
24	-4	5	1.5	1665	1

Later entries
no.	smiles	DTT redox prof	bIAP inhibitor	PPARg SRC1 recr	Lmaj promast	ROMK primary	S1P3 antag
25	COc1ccc(CC(=O)Nc2ccc(-c3cn4ccccc4n3)cc2)cc1	0.0	6	-2	-5	-0.22	nt
26	O=c1c2cn[nH]c2[nH]c(=S)n1-c1ccccc1Cl	-1.8	-24	-10	-5	-0.52	-13
27	O=S(=O)(c1ccccc1Cl)N1CCCC1c1nc(-c2cccc(Cl)c2)no1 (stereo not drawn)	-1.3	36	12	-4	nt	nt
28	O=C(O)CCCC(=O)N1N=C(c2c(-c3ccccc3)c3cc(Cl)ccc3[nH]c2=O)CC1c1cccs1 (stereo not drawn)	-0.3	12	4	-2	nt	-11
29	CCC(=O)NNc1ncnc2c1cnn2-c1cccc(C)c1	0.2	-31	7	-4	0.16	-7
30	CN(C(=O)c1ccccn1)C1(C(=O)NC2CCCCC2)CCCCC1	0.3	10	-6	40	-0.003	nt
31	O=[N+]([O-])c1ccc(Cl)c(S(=O)(=O)/N=C(/c2ccccc2)N2CCOCC2)c1	-0.5	-12	2	-5	0.12	1
32	Cc1nc(SCC(C)C)[nH]c(=O)c1Cc1ccccc1	0.0	7	-4	0	-0.04	-26

no.	HMGR II inh	PPARg SRC3 recr	RAM network inh	TR-FRET SRC-2 ct	PPARg SRC-2 ag
25	0	3	2.2	1680	1
26	1	-7	-0.2	1399	-4
27	-3	-1	7.5	1457	6
28	1	5	4.2	1537	0
29	-4	1	0.3	1839	9
30	1	7	0.6	1489	3
31	-2	1	1.4	1593	-1
32	0	-2	3.5	1579	4

(next part)
no.	smiles	DTT redox prof	bIAP inhibitor	PPARg SRC1 recr	Lmaj promast	ROMK primary	S1P3 antag
33	CCc1nnc(NC(=O)c2ccc(OC)cc2)s1	-0.5	12	1	8	1	-8
34	COc1cccc2c(C)c(C(=O)O)[nH]c12	-2.3	4	-2	-8	nt	-7
35	Nc1cccc(C(=O)Nc2ccco2)c1	0.3	15	-2	-8	nt	8
36	COc1ccc(NS(=O)(=O)c2ccc(O)c(C(=O)OCC(=O)N3CC(C)OC(C)C3)c2)cc1 (stereo not drawn)	0.3	2	1	-6	0.052	-8
37	COc1ccc(NC(=S)N2CCCC(c3nc4ccc(C)cc4[nH]3)C2)c(OC)c1 (stereo not drawn)	-2.5	-6	1	100*	-0.18	-18
38	CCOC(=O)c1sc2nc(C)nc(Nc3ccccc3)c2c1C	0.4	11	-2	21	0.057	-7
39	CN(C)c1nc(-c2cccnc2)nc(-c2ccc(Cl)cc2)c1C#N	-1.3	-14	-2	8	-1	1
40	N#Cc1nc(-c2ccccc2)oc1NCCN1CCCCC1	2.7	-8	1	87*	nt	3

no.	HMGR II inh	PPARg SRC3 recr	RAM network inh	TR-FRET SRC-2 ct	PPARg SRC-2 ag
33	2	-3	1.4	1284	-4
34	2	4	1.8	1523	3
35	-14	2	0.6	1372	12
36	-6	2	2.0	1632	0
37	-5	-3	0.6	1457	3
38	-4	2	2.4	1659	7
39	-5	0	0.2	1646	3
40	-1	0	1.5	1588	0

Later entries.
no.	smiles	DTT redox prof	bIAP inhibitor	PPARg SRC1 recr	Lmaj promast	ROMK primary	S1P3 antag
41	Cc1ccc(N/C=C/C(=O)c2ccccc2)cc1C	-0.5	12	0	66*	nt	9
42	O=C(NCc1ccco1)C(=O)NCc1ccccc1Cl	-0.8	-2	-1	-8	0.72	7
43	CCN(CC)S(=O)(=O)c1ccc(N)cc1	-0.5	-17	1	-5	-0.69	-1
44	CCCn1cnc2cc(NC(=O)c3cccs3)ccc21	-1.2	4	1	8	nt	9
45	CCCc1[nH]nc2c1C(c1ccoc1)C(C#N)=C(N)O2 (stereo not drawn)	0.2	-1	-2	21	-3.7*	-19
46	O=c1[nH]c(S)nc2sc3c(c12)CCCC3	-0.6	12	23*	-12	-0.45	-6

no.	HMGR II inh	PPARg SRC3 recr	RAM network inh	TR-FRET SRC-2 ct	PPARg SRC-2 ag
41	3	8	2.5	1540	-1
42	-5	3	0.1	1492	4
43	0	1	0.6	1571	-6
44	-3	3	-0.9	1436	-1
45	2	2	0.1	1458	4
46	-3	13	0.9	2002*	29*

As entered above:
HMGR II inh with Cc1ccc(N/C=C/C(=O)c2ccccc2)cc1C → 3
PPARg SRC3 recr with O=c1[nH]c(S)nc2sc3c(c12)CCCC3 → 13
PPARg SRC-2 ag with O=C(NCc1ccco1)C(=O)NCc1ccccc1Cl → 4

Compounds as they come. About 13% of those tested had a hit in this group.
